Assay outcomes: PubChem, several laboratories
Wnt bcat act: Wnt/beta-catenin pathway activators, primary screen, cell-based, plate reader, single point | Wnt/beta-catenin reporter cell assay, activator | activation, % at 9.35 µM | 300,000 tested, 1.2% active; in the data active = activation above about 30%, passing the limit was not always enough; inconclusive = no clear call, values can overlap the other calls;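 note: 0% = neutral control wells and 100% = positive control wells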
MOR-DOR inv ag: inverse agonists of MOR-DOR heterodimerization, primary screen, cell-based, luminescence. Mu-type opioid receptor (Homo sapiens) + Delta-type opioid receptor (Homo sapiens), …. inhibition, % at 9.3 µM. 340,000 tested, 0.21% active. cell-based MOR-DOR heterodimer luminescence, inverse agonism. AID 504357, 2011; in the data active = inhibition above about 22%, passing the limit was not always enough;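 note: 0% = cells with DMSO and 100% = wells without cells with DMSO; values of inactives mirror those of a sister screen read the other way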
V-ATPase pHluor: regulators of yeast V-ATPase proton pumping, primary screen, pHLuorin cytosolic pH fluorescence; S. cerevisiae; response, % at 10 µM; 350,000 tested, 0.37% active; in the data active = response mostly above about 7.3%, no sharp cut-off; inactive = mostly below about 5.4%; note: actives read high; inactives centre near 0; some compounds called inactive have numbers as strong as hits; reference of the scale not given here
DSG3 Ab inh: inhibitors of pemphigus antibody binding to DSG3, primary screen, biochemical, bead-based, flow cytometry, scFv-GFP; Desmoglein-3 (Homo sapiens), P32926; DSG3-coupled beads, scFv-anti-DSG3-GFP binding; stronger effect = lower value; binding (percent of control), % at 10 µM; 310,000 tested, 0.48% active; AID 588358, 2011;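 active = binding more than 3 SD below its plate's average and above zero; inconclusive = below that plate limit but binding exactly zero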;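 note: hits lower antibody fragment binding to DSG3; some compounds called inactive have numbers as strong as hits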
MOR-DOR ag: agonists of OPRM1-OPRD1 heterodimerization, primary screen, cell-based, luminescence; Mu-type opioid receptor (Homo sapiens) + Delta-type opioid receptor (Homo sapiens), …; cells; activation, % at 9.3 µM; 340,000 tested, 0.3% active; AID 504326, 2011; in the data active = activation above about 18%;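 note: 0% = vehicle-treated cells and 100% = reference agonist; values of inactives mirror those of a sister screen read the other way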
RTF Ca sens act: cardiac RTF calcium sensitivity activators, primary screen, biochemical, IANBD-TnC fluorescence, EC20 calcium; Troponin I, cardiac muscle (Homo sapiens) + Troponin T, cardiac muscle (Homo sapiens) + …; IANBD-labeled TnC RTF fluorescence at EC20 calcium; 0% EC20 calcium, 100% full calcium; activation, % at 7.2 µM; 340,000 tested, 0.24% active; AID 493008, 2010;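 active = activation above the mean over all tested compounds plus 3 SD, cut at about 30% in these data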;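 note: rise in fluorescence read as greater calcium sensitivity of cardiac thin filaments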
Keap1 Nrf2 FP: Keap1-Nrf2 protein-protein interaction inhibitors, primary screen, biochemical, fluorescence polarization, single point; 340,000 tested, 0.15% active; Keap1 Kelch-Nrf2 peptide fluorescence polarization, 1536-well; inhibition, % at 9.4 µM; Kelch-like ECH-associated protein 1 (Homo sapiens), Q14145; in the data active = inhibition above about 12%; inconclusive = no clear call, values can overlap the other calls; inactive = below about 7.3%;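 note: human Keap1 Kelch domain with fluorescein labeled Nrf2 9mer peptide probe; 0% = neutral control wells and 100% = peptide positive control; higher means more block of Keap1 binding to Nrf2 peptide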
Target sequence (Q14145 whole entry, looked up, the tested form may be a part): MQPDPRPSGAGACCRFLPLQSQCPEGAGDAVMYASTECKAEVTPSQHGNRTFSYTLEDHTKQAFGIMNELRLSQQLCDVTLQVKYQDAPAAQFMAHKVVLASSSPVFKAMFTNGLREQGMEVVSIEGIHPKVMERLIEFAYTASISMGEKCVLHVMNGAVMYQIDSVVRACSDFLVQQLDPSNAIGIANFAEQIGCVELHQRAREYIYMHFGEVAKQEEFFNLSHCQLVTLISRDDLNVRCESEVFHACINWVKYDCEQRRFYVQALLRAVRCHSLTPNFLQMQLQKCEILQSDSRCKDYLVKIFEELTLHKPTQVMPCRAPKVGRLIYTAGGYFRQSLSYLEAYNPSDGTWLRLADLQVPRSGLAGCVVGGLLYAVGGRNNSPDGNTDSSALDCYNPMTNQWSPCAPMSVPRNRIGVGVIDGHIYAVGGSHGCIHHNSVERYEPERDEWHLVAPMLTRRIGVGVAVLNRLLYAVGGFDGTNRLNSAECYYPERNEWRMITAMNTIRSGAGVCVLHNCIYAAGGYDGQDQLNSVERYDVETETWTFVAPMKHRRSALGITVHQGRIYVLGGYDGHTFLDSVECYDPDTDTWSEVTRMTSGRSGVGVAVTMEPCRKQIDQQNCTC
Arrestin-AP2 inh: inhibitors of beta-arrestin/AP2 binding, primary screen, biochemical, GPCR trafficking, flow cytometry. beta-arrestin 1 C-terminal peptide binding to AP2 beta2-adaptin appendage (human). FITC-arrestin peptide / GST-AP2 beads; AP2 beta2 appendage carries R879A mutation. inhibition, % at 10 µM. 340,000 tested, 0.31% active. AID 504490, 2011;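 active = inhibition above a set limit, near 3 SD of compounds lacking own fluorescence, cut at about 54% in these data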;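 note: plate controls were DMSO wells for no effect and 5 µM unlabelled arrestin peptide for full effect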
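test system = AP2 appendage R879A on GSH beads | buffer or medium = PBS plus Tween 20 (0.05%) and BSA (0.1%) | incubation = 12 min plus 1 h, RT | detection = bead flow cytometry, FITC channel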
Cardiac RTF inh: cardiac RTF calcium sensitivity inhibitors, primary screen, biochemical, IANBD-TnC fluorescence, EC70 calcium | IANBD-labeled cardiac RTF, Ca2+ fluorescence | inhibition, % at 7.15 µM | 340,000 tested, 0.12% active | AID 493244, 2011;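 active = inhibition above the mean inhibition of all tested compounds plus 3 SD, cut at about 17% in these data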;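 note: assay run at fixed EC70 calcium of 1.6 mM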
C-LANA FP: inhibitors of KSHV C-LANA binding to DNA, primary screen, biochemical, fluorescence polarization, FAM-LBS DNA, MBP-C-LANA, single point. Kaposi's sarcoma herpesvirus LANA C-terminal domain (residues 932-1162) DNA binding. inhibition, % at 9 µM. 340,000 tested, 0.078% active. AID 504423, 2011;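 active = highest replicate inhibition at or above 60% at 9 µM, even if other replicates fall short; inactive = all replicates below 60% inhibition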;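 note: 0% = neutral control wells and 100% = 4 µM acridine orange control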
The depositor's hits bear a star.

For COC(=O)c1cc(-c2ccc(C)cc2)n[nH]1 the results were Wnt bcat act inconclusive, MOR-DOR inv ag 7, V-ATPase pHluor -1, DSG3 Ab inh 86, MOR-DOR ag -1.1, RTF Ca sens act -2, Keap1 Nrf2 FP -1, Arrestin-AP2 inh 2, Cardiac RTF inh -9 and C-LANA FP 1.6.
`CCOc1ccc(Br)cc1C1C(C(=O)OC)=C(N)Oc2cc(N(C)C)ccc21` (centres undefined) gave MOR-DOR inv ag -6, DSG3 Ab inh 106, MOR-DOR ag 1.0, RTF Ca sens act 9, Keap1 Nrf2 FP -6, Arrestin-AP2 inh 16, Cardiac RTF inh -9 and C-LANA FP 0.5.
Screening CCn1c(N2CCN(CC(=O)c3c[nH]c4ccccc34)CC2)nc2c1c(=O)[nH]c(=O)n2C returned Wnt bcat act -10, MOR-DOR inv ag 13, V-ATPase pHluor -2, DSG3 Ab inh 104, MOR-DOR ag -2.3, RTF Ca sens act -7, Keap1 Nrf2 FP -4, Arrestin-AP2 inh 2, Cardiac RTF inh -11 and C-LANA FP -0.2.
Cn1c(=O)[nH]c(=O)c2c1nc1n2CCS1 was read as Wnt bcat act -2, MOR-DOR inv ag -1, V-ATPase pHluor 6, DSG3 Ab inh 110, MOR-DOR ag 0.1, RTF Ca sens act -2, Keap1 Nrf2 FP 1, Arrestin-AP2 inh -14, Cardiac RTF inh -3 and C-LANA FP -0.4.
For O=C(NN=Cc1ccccc1Cl)c1ccc([N+](=O)[O-])cc1 the results were Wnt bcat act 1, MOR-DOR inv ag -45, V-ATPase pHluor -3, DSG3 Ab inh 111, MOR-DOR ag 9.3, RTF Ca sens act 7, Keap1 Nrf2 FP -2, Arrestin-AP2 inh -5, Cardiac RTF inh -12 and C-LANA FP 0.5.
O=C(NCCCN1CCOCC1)c1coc2ccccc2c1=O was read as MOR-DOR inv ag 6, V-ATPase pHluor -6, DSG3 Ab inh 100, MOR-DOR ag -1.0, RTF Ca sens act 0, Keap1 Nrf2 FP 0, Arrestin-AP2 inh 37, Cardiac RTF inh -6 and C-LANA FP 0.0.
`Cc1ccc(OCc2cc(C(=O)NCC3COCCO3)no2)cc1C` (centres undefined) gave Wnt bcat act 0, MOR-DOR inv ag 8, V-ATPase pHluor -2, DSG3 Ab inh 107, MOR-DOR ag -1.6, RTF Ca sens act 1, Keap1 Nrf2 FP -3, Arrestin-AP2 inh -2, Cardiac RTF inh -3 and C-LANA FP 0.8.
OC(C#CCN1CCCCC1)(c1ccccc1)c1ccccc1 was read as Wnt bcat act 4, MOR-DOR inv ag 8, V-ATPase pHluor 7, DSG3 Ab inh 110, MOR-DOR ag -1.5, RTF Ca sens act 1, Keap1 Nrf2 FP -4, Arrestin-AP2 inh -4, Cardiac RTF inh -7 and C-LANA FP -1.6.
`COc1ccccc1NC(=S)NCc1ccc(Cl)cc1` gave Wnt bcat act 0, MOR-DOR inv ag -2, V-ATPase pHluor 3, DSG3 Ab inh 101, MOR-DOR ag 0.3, RTF Ca sens act 3, Keap1 Nrf2 FP 0, Arrestin-AP2 inh 31, Cardiac RTF inh 2 and C-LANA FP 0.2.
CC(C)(C)C1CCc2c(sc(NC(=O)c3cccs3)c2C(=O)N2CCCCC2)C1 (centres undefined) was read as MOR-DOR inv ag -4, V-ATPase pHluor -3, MOR-DOR ag 0.7, RTF Ca sens act 0, Keap1 Nrf2 FP 4, Arrestin-AP2 inh 6, Cardiac RTF inh -12 and C-LANA FP -0.4.
For CC(=O)c1cccc(NC(=O)NCc2cccnc2)c1 the results were Wnt bcat act -2, MOR-DOR inv ag 8, V-ATPase pHluor 4, DSG3 Ab inh 122, MOR-DOR ag -1.5, RTF Ca sens act -1, Keap1 Nrf2 FP -2, Arrestin-AP2 inh 0, Cardiac RTF inh -16 and C-LANA FP 1.2.
`O=C(NCc1nc2ccccc2[nH]1)C1=C[C@H](C2CCCCC2)C[C@H](OCc2ccc(CO)cc2)O1` gave Wnt bcat act 5, MOR-DOR inv ag -34, V-ATPase pHluor 0, DSG3 Ab inh 98, MOR-DOR ag 6.1, RTF Ca sens act -4, Keap1 Nrf2 FP -6, Arrestin-AP2 inh 0, Cardiac RTF inh -14 and C-LANA FP 0.3.
Screening CC(CNC(=O)CCC(=O)N1CCOc2ccccc21)c1ccccc1 (centres undefined) returned Wnt bcat act -2, MOR-DOR inv ag -3, V-ATPase pHluor -3, DSG3 Ab inh 103, MOR-DOR ag 0.5, RTF Ca sens act 3, Keap1 Nrf2 FP 3, Arrestin-AP2 inh 4, Cardiac RTF inh -2 and C-LANA FP 0.4.
CC(=O)Nc1cc2c(cc1[N+](=O)[O-])-c1ccc(F)cc1C2 was read as Wnt bcat act 3, MOR-DOR inv ag -46, V-ATPase pHluor 1, DSG3 Ab inh 92, MOR-DOR ag 8.9, RTF Ca sens act 10, Keap1 Nrf2 FP -1, Arrestin-AP2 inh -7, Cardiac RTF inh -8 and C-LANA FP 1.3.
Screening Cn1c(CCC(=O)Nc2ccccc2F)nnc1SCC(=O)Nc1ccccc1Cl returned Wnt bcat act 0, MOR-DOR inv ag 5, V-ATPase pHluor -1, DSG3 Ab inh 104, MOR-DOR ag -0.9, RTF Ca sens act 2, Keap1 Nrf2 FP 2, Arrestin-AP2 inh 0, Cardiac RTF inh 10 and C-LANA FP 1.2.
`CC(=O)Nc1ccc(-c2cc(-c3ccc(NC(C)=O)cc3)nc(-c3ccccc3)n2)cc1` gave MOR-DOR inv ag 10, V-ATPase pHluor 0, DSG3 Ab inh 91, MOR-DOR ag -1.8, RTF Ca sens act 1, Keap1 Nrf2 FP -6, Arrestin-AP2 inh 4, Cardiac RTF inh 3 and C-LANA FP 0.9.
`CCOC(CNC(=O)CCc1c(C)nc2ncnn2c1C)OCC` gave Wnt bcat act -6, MOR-DOR inv ag 8, V-ATPase pHluor 0, DSG3 Ab inh 103, MOR-DOR ag -1.4, RTF Ca sens act 6, Keap1 Nrf2 FP -4, Arrestin-AP2 inh 4, Cardiac RTF inh -8 and C-LANA FP 0.4.
`Cc1cc(OCC(=O)Nc2ccncc2)c(C)cc1Br` gave MOR-DOR inv ag -4, V-ATPase pHluor -1, DSG3 Ab inh 124, MOR-DOR ag 0.7, RTF Ca sens act -3, Keap1 Nrf2 FP -2, Arrestin-AP2 inh 37, Cardiac RTF inh -3 and C-LANA FP 0.6.
O=C(c1cccc(F)c1)N1CCC(N2CCCCCC2)CC1 was read as Wnt bcat act -3, MOR-DOR inv ag 1, V-ATPase pHluor 0, DSG3 Ab inh 114, MOR-DOR ag -0.3, RTF Ca sens act 4, Keap1 Nrf2 FP -5, Arrestin-AP2 inh -1, Cardiac RTF inh -7 and C-LANA FP 0.3.
Screening COCCCNC(=O)c1cccc(S(=O)(=O)N2CC3(C)CC2CC(C)(C)C3)c1 (centres undefined) returned Wnt bcat act 0, MOR-DOR inv ag 10, V-ATPase pHluor 4, DSG3 Ab inh 111, MOR-DOR ag -1.8, RTF Ca sens act -6, Keap1 Nrf2 FP 0, Arrestin-AP2 inh 13, Cardiac RTF inh 4 and C-LANA FP 0.2.
O=C(O)C(C(O)c1ccc([N+](=O)[O-])cc1)[n+]1ccccc1 (centres undefined) was read as Wnt bcat act -1, MOR-DOR inv ag 13, V-ATPase pHluor 7, DSG3 Ab inh 99, MOR-DOR ag -2.5, RTF Ca sens act 2, Keap1 Nrf2 FP -5, Arrestin-AP2 inh 0, Cardiac RTF inh -2 and C-LANA FP -0.9.
`CCCc1ccc(OCc2nc(-c3ccc(NC(=O)c4ccco4)cc3)no2)cc1` gave MOR-DOR inv ag 6, V-ATPase pHluor -3, DSG3 Ab inh 105, MOR-DOR ag -0.9, RTF Ca sens act 9, Keap1 Nrf2 FP -6, Arrestin-AP2 inh 2, Cardiac RTF inh 5 and C-LANA FP -2.8.
Screening COc1cc(/C=N/NC(=O)c2ccc(CSc3nncn3C)cc2)cc(OC)c1O returned Wnt bcat act 7, MOR-DOR inv ag 5, V-ATPase pHluor 0, DSG3 Ab inh 105, MOR-DOR ag -1.1, RTF Ca sens act 2, Keap1 Nrf2 FP 1, Arrestin-AP2 inh 34, Cardiac RTF inh 1 and C-LANA FP 2.7.
Screening C=CCSc1nnc2c(n1)OC(c1cccnc1)Nc1ccccc1-2 (centres undefined) returned Wnt bcat act 54*, MOR-DOR inv ag 10, V-ATPase pHluor 0, MOR-DOR ag -1.9, RTF Ca sens act -1, Keap1 Nrf2 FP 0, Arrestin-AP2 inh 20, Cardiac RTF inh -2 and C-LANA FP 1.1.
`CCc1ccc(-c2csc(NC(=O)C3=COCCO3)n2)cc1` gave Wnt bcat act inconclusive, MOR-DOR inv ag -16, V-ATPase pHluor 2, DSG3 Ab inh 112, MOR-DOR ag 3.9, RTF Ca sens act -1, Keap1 Nrf2 FP -1, Arrestin-AP2 inh 1, Cardiac RTF inh 0 and C-LANA FP 0.7.
`O=C(NN1CCOCC1)c1cc(Cl)ccc1Cl` gave Wnt bcat act -1, MOR-DOR inv ag 11, V-ATPase pHluor -5, DSG3 Ab inh 98, MOR-DOR ag -1.6, RTF Ca sens act -2, Keap1 Nrf2 FP 0, Arrestin-AP2 inh 3, Cardiac RTF inh -7 and C-LANA FP -1.3.
For CCOc1ccc(C(C)=O)cc1COC(=O)c1ccccc1C(=O)N(C)Cc1ccccc1 the results were Wnt bcat act -3, MOR-DOR inv ag 23, V-ATPase pHluor -9, DSG3 Ab inh 97, MOR-DOR ag -4.6, RTF Ca sens act -8, Keap1 Nrf2 FP -4, Arrestin-AP2 inh 34, Cardiac RTF inh -1 and C-LANA FP 0.9.
`CC(C)(C)[C@@H]1C=C(C(=O)N2CCN(Cc3ccccc3)CC2)O[C@H](OCCCCO)C1` gave Wnt bcat act 2, MOR-DOR inv ag 16, V-ATPase pHluor 0, MOR-DOR ag -2.9, RTF Ca sens act 4, Keap1 Nrf2 FP -3, Arrestin-AP2 inh -2, Cardiac RTF inh -1 and C-LANA FP 1.3.
For Cc1ccc(NC(=O)CSCc2cc(=O)n3cc(C)sc3n2)c(C)c1 the results were Wnt bcat act 1, MOR-DOR inv ag 11, V-ATPase pHluor 1, DSG3 Ab inh 99, MOR-DOR ag -2.2, RTF Ca sens act -4, Keap1 Nrf2 FP 4, Arrestin-AP2 inh -15, Cardiac RTF inh 0 and C-LANA FP 0.2.
